# Assay outcomes (PubChem)
# ERa SRC1 inh = ERα–SRC-1 coactivator interaction inhibitors, primary screen, biochemical, TR-FRET, ERα LBD, estradiol-bound; Estrogen receptor (Homo sapiens), P03372; TR-FRET ER-alpha LBD / SRC-1 peptide; inhibition, % at 25.6 µM; 1.7% of 86,000 active; AID 629, 2007; in the data active means inhibition above about 50%;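 further: 0% = receptor plus peptide control and 100% = peptide only without receptor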
# Target sequence (P03372 whole entry, looked up, the tested form may be a part): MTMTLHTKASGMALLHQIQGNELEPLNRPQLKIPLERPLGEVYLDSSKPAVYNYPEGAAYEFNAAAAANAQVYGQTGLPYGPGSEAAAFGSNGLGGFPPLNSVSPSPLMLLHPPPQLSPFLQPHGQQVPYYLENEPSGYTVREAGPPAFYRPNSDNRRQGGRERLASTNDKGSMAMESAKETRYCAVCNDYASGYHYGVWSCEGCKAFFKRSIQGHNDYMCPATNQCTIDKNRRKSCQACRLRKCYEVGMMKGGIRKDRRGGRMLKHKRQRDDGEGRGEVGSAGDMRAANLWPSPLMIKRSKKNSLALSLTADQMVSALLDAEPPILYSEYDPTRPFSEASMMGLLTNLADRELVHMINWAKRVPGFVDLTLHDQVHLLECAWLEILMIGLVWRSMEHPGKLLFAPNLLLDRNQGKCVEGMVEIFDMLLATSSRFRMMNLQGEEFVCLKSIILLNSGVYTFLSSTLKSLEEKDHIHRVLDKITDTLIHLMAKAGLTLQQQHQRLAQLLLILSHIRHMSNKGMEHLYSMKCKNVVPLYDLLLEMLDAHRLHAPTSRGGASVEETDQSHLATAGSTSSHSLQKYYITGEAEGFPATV
# H69AR inhibit = proliferation blockers of H69AR lung cancer cells, primary screen, cell-based, human, 86K library. H69AR lung tumor viability, ATP luminescence, 72 h; stronger effect = lower value. viability, % at 10 µM. 6% of 85,000 active;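 active means viability at or below 40%; inactive means viability above 40%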;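 further: multidrug resistant small cell line overexpressing MRP-1 efflux transporter; 100% = mean luminescence of untreated control wells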
# HUVEC prolif 384 = inhibitors of HUVEC proliferation, primary screen, cell-based, 384-well. CellTiter-Glo luminescence, 72 h; stronger effect = lower value. viability, % at 10 µM (by protocol). 1.1% of 86,000 active. AID 648, 2007;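 active means viability at or below 30%; inactive means viability above 30%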;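 further: 100% = median luminescence of DMSO-only cell control wells on each plate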
# Fibroblast inh = antiproliferative effect on LL 47 fibroblasts – human, LL 47 cells, CellTiter-Glo luminescence, primary screen; viability, % at 10 µM; 1.1% of 85,000 active; LL 47 human lung fibroblast viability, ATP luminescence; stronger effect = lower value; AID 719, 2007;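 active means viability at or below 50% in the single dose screen; inactive means viability above 50%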;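 further: compound exposure lasted 72 h before the ATP readout; 100% = median luminescence of untreated cell-only wells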
#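 Times – overnight cell rest, 72 h compound treatment at 37 °C · Test system – human lung fibroblast line LL 47, low passage · Amount – 1,150 cells in each well · Controls – cell-only wells, no compound · Doses – 0.1% DMSO in all compound wells · Measured by – CellTiter-Glo luminescence · Buffer or medium – IMEM plus 15% FBS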
# sEH activator = soluble epoxide hydrolase activators, primary screen, biochemical, human sEH; Bifunctional epoxide hydrolase 2 (Homo sapiens), P34913; purified human sEH enzymatic activity, activator screen; 0.04% of 91,000 active; activation, % at 2 µM; AID 717, 2007; in the data active means activation above about 37%; further: values of inactives mirror those of a sister screen read the other way
# Candida biofilm = clotrimazole potentiators killing Candida biofilms, primary screen, with clotrimazole, Alamar Blue. C. albicans biofilm + clotrimazole. 0.14% of 85,000 active. inhibition, % at 6 µM;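 active means inhibition above 20%; inactive means inhibition below 20%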;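 further: preformed 24 hr biofilms exposed to compound for 48 hr; 0% = biofilm without compound and 100% = blank killed by clotrimazole plus chlorhexidine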
# ERb SRC1 inh = inhibitors of ERβ-SRC1 coactivator interaction, primary screen, biochemical, TR-FRET, ERβ LBD, SRC-1 peptide; AID 633, 2007; Estrogen receptor beta (Homo sapiens), Q92731; 1.3% of 86,000 active; inhibition, % at 25.6 µM; TR-FRET ER-beta LBD / SRC1-Cy5 peptide binding; receptor agonist-loaded with 1 µM estradiol;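 active means compounds whose percent inhibition of the receptor-coactivator binding signal exceeds about 50% in the single-dose screen, limit read from the data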;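 further: 0% = receptor plus peptide wells without compound and 100% = peptide-only wells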
# Smad3 FoxH1 inh = Smad3/FoxH1 peptide binding inhibitors, primary screen, biochemical, TR-FRET. Mothers against decapentaplegic homolog 3 (Homo sapiens), P84022. 0.29% of 88,000 active. TR-FRET Smad3/Dy647-FoxH1 peptide binding, europium anti-His. inhibition, % at 25 µM;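 active means compounds that reduce the energy-transfer binding signal between the protein and its labelled peptide by more than half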;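 further: 0% = Smad3 plus labelled peptide maximal FRET and 100% = peptide-only background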
# Target sequence (P84022 whole entry, looked up): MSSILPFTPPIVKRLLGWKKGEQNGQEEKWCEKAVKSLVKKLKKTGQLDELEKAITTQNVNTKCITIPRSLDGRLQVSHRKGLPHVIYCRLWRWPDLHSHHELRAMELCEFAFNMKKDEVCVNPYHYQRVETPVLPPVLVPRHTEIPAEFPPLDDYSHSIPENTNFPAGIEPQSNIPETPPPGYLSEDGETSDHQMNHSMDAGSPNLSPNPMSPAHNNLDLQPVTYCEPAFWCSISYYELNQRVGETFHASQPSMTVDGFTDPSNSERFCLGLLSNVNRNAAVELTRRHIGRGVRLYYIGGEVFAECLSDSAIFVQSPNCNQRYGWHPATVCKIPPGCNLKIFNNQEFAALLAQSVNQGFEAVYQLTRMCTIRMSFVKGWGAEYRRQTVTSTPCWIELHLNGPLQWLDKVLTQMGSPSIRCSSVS
# ERa coact pot = enhancers of ERα–SRC-1 coactivator binding, primary screen, biochemical, TR-FRET, ERα LBD, low estradiol. TR-FRET ERalpha-LBD/SRC-Cy5 coactivator binding, 2 h; 100 = basal binding, no effect. coactivator binding (% of control), % at 25.6 µM. 1.3% of 86,000 active; in the data active means activity above about 200%;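 further: binding measured in presence of low estradiol as agonist stimulus; 0% = peptide alone without receptor and 100% = receptor with peptide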
# Starred values were filed as active, the others as inactive; x = not tested or not shown; [ ] = remark or other dose.
# The first 6 entries (preview)
# Below each compound: ERa SRC1 inh, H69AR inhibit, HUVEC prolif 384, Fibroblast inh, sEH activator, Candida biofilm, ERb SRC1 inh, Smad3 FoxH1 inh, ERa coact pot
- Cn1c(=O)n(C)c2cc(NC(=O)c3cc4ccccc4o3)ccc21
  -2, 44, 59, 85, -2, 4, -6, 8, 120
- COc1ccc(C2C3=C(CC(C)(C)CC3=O)Oc3ncn4nc(-c5cccnc5)nc4c32)cc1OC (stereo not drawn)
  3, 42, 98, 100, x, 8, 2, 7, 93
- Cn1c(CNc2ccc(Cl)cc2)nc2ccccc21
  -9[fluorescence artefact?], 69, 77, 98, 10, 5, -5, 4, 106
- COc1ccc(S(=O)(=O)N2Cc3ccccc3CC2C(=O)Nc2ccc(O)cc2)cc1OC (stereo not drawn)
  -6, 64, 75, 101, 11, 16, 0, 2, 132
- N#C/C(C(=O)Oc1ccccc1)=C1/Nc2ccccc2-c2ccccc21
  2, 66, 57, 81, 2, 2, 11[fluorescence artefact?], -1[fluorescence artefact?], 188[fluorescence artefact?]
- Cc1ccc2cc(CNC(C)(C)C)c(=O)[nH]c2c1
  8, 94, 95, 101, 2, -5, 3, 0, 115[fluorescence artefact?]

# The list itself, previewed entries included:
# Below each compound: ERa SRC1 inh, H69AR inhibit, HUVEC prolif 384, Fibroblast inh, sEH activator, Candida biofilm, ERb SRC1 inh, Smad3 FoxH1 inh, ERa coact pot
- Cn1c(=O)n(C)c2cc(NC(=O)c3cc4ccccc4o3)ccc21
  -2, 44, 59, 85, -2, 4, -6, 8, 120
- COc1ccc(C2C3=C(CC(C)(C)CC3=O)Oc3ncn4nc(-c5cccnc5)nc4c32)cc1OC (stereo not drawn)
  3, 42, 98, 100, x, 8, 2, 7, 93
- Cn1c(CNc2ccc(Cl)cc2)nc2ccccc21
  -9[fluorescence artefact?], 69, 77, 98, 10, 5, -5, 4, 106
- COc1ccc(S(=O)(=O)N2Cc3ccccc3CC2C(=O)Nc2ccc(O)cc2)cc1OC (stereo not drawn)
  -6, 64, 75, 101, 11, 16, 0, 2, 132
- N#C/C(C(=O)Oc1ccccc1)=C1/Nc2ccccc2-c2ccccc21
  2, 66, 57, 81, 2, 2, 11[fluorescence artefact?], -1[fluorescence artefact?], 188[fluorescence artefact?]
- Cc1ccc2cc(CNC(C)(C)C)c(=O)[nH]c2c1
  8, 94, 95, 101, 2, -5, 3, 0, 115[fluorescence artefact?]
- CCC(=O)c1ccccc1OCCSc1nc(C)cc(=O)[nH]1
  -2, 75, 68, 98, -4, 6, -5, 3, 99
- Cc1cc(C)cc(OC(=O)N2CCOCC2)c1
  -15, 94, 81, 91, -3, 3, -18, 10, 105
- O=C(Nc1ccc(N2CCN(C(=O)c3ccc(Cl)cc3)CC2)cc1)c1ccc2c(c1)OCCO2
  -4, 79, 55, 99, -20, 6, -7, 1, 105
- COc1ccc(N2CCN(c3nc4ccccc4n3CC(=O)c3ccccc3)CC2)cc1
  -7[fluorescence artefact?], 81, 91, 104, x, -2, 7[fluorescence artefact?], 1, 106
- CCC(=O)N1CCN(c2ccc(NC(=O)c3cccs3)cc2)CC1
  -3[fluorescence artefact?], 87, 102, 103, -7, 5, 7, 12, 140[fluorescence artefact?]
- CCN1C(=O)Cc2cc(S(=O)(=O)N3CCOCC3)ccc21
  -5, 87, 89, 96, -7, 3, -6, 0, 95
- COC(=O)/C=c1/s/c(=C(/C#N)C(=O)N2CCCCC2)n(-c2ccccc2)c1=O
  -2, 36*, 86, 102, x, 7, -3, -6, 103
- O=C(CCN1C(=O)C2C3C=CC(C3)C2C1=O)Nc1nccs1 (stereo not drawn)
  -38, 110, 86, 94, -1, 7, -13, 1, 128
- COc1ccccc1NC(=O)N1CCN(c2ccccn2)CC1
  -7, 83, 97, 111, x, 5, -8[fluorescence artefact?], 7, 110[fluorescence artefact?]
- CSc1nnc2c3cc(F)ccc3n(Cc3ccccc3)c2n1
  16[fluorescence artefact?], 33*, 56, 81, x, 0, 19[fluorescence artefact?], -261[fluorescence artefact?], 336*
- COc1ccc(C2CC3CC(c4ccccc4)N2O3)cc1 (stereo not drawn)
  23[fluorescence artefact?], 96, 104, 99, -7, 3, -1, -5, 104
- COc1cccc(C(=O)NC(C)C(c2cccs2)N2CCOCC2)c1 (stereo not drawn)
  3[fluorescence artefact?], 85, 96, 104, -15, 2, -1[fluorescence artefact?], -18, 107
- O=c1c2ccccc2nc(SCc2cc(F)cc3c2OCOC3)n1Cc1ccco1
  23, x, 40, 67, -7, 6, 17, 0, 227*[fluorescence artefact?]
- CCOC(=O)c1c(NC(=O)CNCCO)sc(C)c1C
  6, 81, 86, 108, -11, 0, 2[fluorescence artefact?], 10, 119
- Clc1ccc(CSc2nnc(NC3=NCCCCC3)s2)cc1
  0, 96, 108, 102, -1, 7, -18, 15, 90
- COc1cccc(-c2noc(CCC(=O)NC3CCCCC3)n2)c1
  -1, 98, 91, 95, -10, 1, -2, 5, 101
- COC(=O)CCn1nnc(-c2ccc(C(C)C)cc2)n1
  -10, 105, 96, 99, 6, 5, -6, -7, 98
- CCOC(=O)CNC(=O)Cn1cnc2c(nnn2-c2ccc(F)cc2)c1=O
  8[fluorescence artefact?], 94, 93, 91, 6, 9, 16[fluorescence artefact?], -9, 84
- CCOC(=O)c1sc(C)c(C(=O)NCCCN2CCOCC2)c1N
  -6, 91, 95, 102, 5, 5, -8[fluorescence artefact?], 3, 115
- CC1=C(C#N)C(c2ccoc2)C(C(=O)OCc2ccccc2)=C(N)S1 (stereo not drawn)
  1[fluorescence artefact?], 82, 96, 102, -10, -5, -8[fluorescence artefact?], -2, 108
- CCOC(=O)c1sc(=S)n(CC)c1NC(=O)CC
  -1, 82, 88, 95, -6, 8, -4, -12, 97
- Cc1ccc(-c2cc(N)n(-c3ccccc3)n2)cc1
  -1, 84, 99, 103, x, 11, -5[fluorescence artefact?], 5, 113
- O=C(Cn1cc2c(n1)CCCCC2)NCc1cccs1
  -7, 100, 87, 89, x, 6, -6, 6, 102
- CCCCOC(=O)c1ccc(NC(=O)CSc2nncn2C)cc1
  0, 93, 93, 104, 4, 2, -7, 11, 110
- COc1ccc(CCNC(=O)CN(c2ccc(OC)c(OC)c2)S(C)(=O)=O)cc1OC
  -19, 92, 96, 110, 10, 6, -27[fluorescence artefact?], -3, 113
- Cc1ccc(OCc2nc(-c3ccccn3)n[nH]2)cc1
  -5, 33*, 82, 100, 0, 8, -5, 7, 91
- Cc1ccc(Cc2c(C)nc3c(C(=O)O)cnn3c2C)cc1
  -2, 76, 95, 99, 19, 12, -4, -6, 94
- CC(C)Cn1c(CN2CCCCC2C)nc2c1c(=O)n(C)c(=O)n2C (stereo not drawn)
  10, 88, 100, 99, -15, 8, 38[fluorescence artefact?], -8, 89[fluorescence artefact?]
- Cn1cccc1Cc1nnc(SCC(=O)Nc2ccc(F)cc2)n1CCc1ccccc1
  -3, 50, 76, 93, x, 9, 12, -3, 116
- Clc1ccc(SCCn2cncn2)cc1
  -4, 102, 94, 102, -14, 5, 4, 0[fluorescence artefact?], 127
- O=C1CN(C(=O)c2ccccn2)c2ccccc2N1
  2, 92, 103, 92, x, x, 3, -4, 107
- CCc1ccc(NC(=O)CCc2nc3cccnc3n2Cc2ccc(OC)cc2)cc1
  36[fluorescence artefact?], 18*, 64, 45*, -16, 1, 24[fluorescence artefact?], 2, 145
- COCC(C)n1c(C)cc(C(=O)CN2C(=O)NC3(CCCCC3C)C2=O)c1C (stereo not drawn)
  -5[fluorescence artefact?], 90, 79, 91, 8, 3, -12, 11[fluorescence artefact?], 106
- CCOC(=O)CSc1nc(-c2ccncc2)ccc1C#N
  -5, 79, 98, 103, x, 0, -3, 11, 108[fluorescence artefact?]
- COC(=O)c1ccc(OCC(=O)c2ccccc2)cc1
  -4, 103, 102, 108, -5, 3, 9, 6, 99
- CCCCOC(=O)Cn1c(=O)n(CC(=O)OCCCC)c2ccccc21
  3, 101, 99, 101, 4, 3, -4, -2, 109
- COC(=O)c1ccccc1NC(=O)Nc1ccc(C(=O)N2CCCC2)cc1
  8, 92, 98, 98, 8, 2, -4, 3, 129
- CCOC(=O)c1sc(NCc2ccco2)c(-c2nc3ccccc3s2)c1N
  0, 59, 79, 94, x, x, 7, 22[fluorescence artefact?], 120[fluorescence artefact?]
- Cc1occc1-c1nnc(SCC(=O)NCc2cccs2)n1-c1ccc(F)cc1
  2, 69, 29*, 104, 5, 1, 4[fluorescence artefact?], 5, 101
- CC(C)C(=O)Nc1nnc(-c2ccccc2)o1
  -4, 95, 110, 96, 2, 13, -3, 7, 122
- OCCNc1nc(N2CCCC2)nc(N2CCCC2)n1
  -10, 87, 90, 98, 4, -4, -18, 2, 101
- c1ccc(-n2ncc3c(N4CCN(c5ccccn5)CC4)nc(N4CCCCCC4)nc32)cc1
  -5, 67, 103, x, 2, 5, -7, 7, 110
- CCOc1ccc(-c2cn(S(=O)(=O)c3cccc4nsnc34)nc2N)cc1
  -26, 94, 119, 99, 6, 2, -4, 11, 103
- CCSc1ccccc1C(=O)NCc1ccc(OC)cc1
  -7, 93, 103, 98, 0, 4, 15, 1, 119
- COc1ccccc1OCC(=O)Nc1ccc(S(=O)(=O)Nc2cc(C)nc(C)n2)cc1
  -2, 100, 102, 111, x, 4, 0, -24[fluorescence artefact?], 100
- Cc1ccc(-c2nnc3ccc(SCC(=O)Nc4cc(C)on4)nn23)cc1
  3, 70, 100, 98, -2, 1, -2, 11[fluorescence artefact?], 116
- COC(=O)c1ccc(C(=O)OC)c(NC(=O)CSc2nnc(-c3ccccc3Cl)o2)c1
  0, x, 101, 108, 14, 7, 11[fluorescence artefact?], 13[fluorescence artefact?], 129[fluorescence artefact?]
- O=C(OCCCN1CCCC1)C1(c2ccccc2)CCCC1
  6, 90, 108, 94, -8, 6, 8, 4, 92[fluorescence artefact?]
- COc1cc(C)c(C(C)C)cc1S(=O)(=O)NCCCn1ccnc1
  -7, 80, 93, 91, -13, 2, -18[fluorescence artefact?], 7, 120
- N#Cc1c(SCC(=O)N2CCCCC2)nsc1SCC(=O)N1CCCCC1
  -7, 101, 89, 102, -11, 5, -9[fluorescence artefact?], 5, 108
- COc1ccc(OC)c(S(=O)(=O)N(C)CC(=O)N2CCc3ccccc3C2)c1
  1, x, 99, 98, -4, 7, -2, 2, 111

# The list is partial; rates above refer to the full screens.
